# D2 PAM = HTS Assay for Positive Allosteric Modulators of the Human D2 Dopamine Receptor: Primary Screen for Potentiators | D(2) dopamine receptor (Homo sapiens), P14416 | HEK293 T-REx D2, calcium flux, EC20 dopamine potentiation | potentiation, % at 10 µM | 340,000 compounds, 0.34% hits | AID 485347, 2010;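 active = potentiation over 3 SD above the plate norm, cut at about 30% in these data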; also: 0% is about no effect
#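 Tetracycline-induced Hek293 Trex D2 cells, force-coupled to calcium, loaded with no-wash calcium dye. Compound added with 180 s kinetic read for agonism, then EC20 dopamine and a further 180 s read for potentiation.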
# Vif-A3G inh = qHTS for Inhibitors of Vif-A3G Interactions: qHTS; HeLa A3G-eYFP + Vif (tagged APOBEC3G with the HIV-1 protein that degrades it), YFP fluorescence, overnight; Potency, µM (top dose mostly 46.1 µM), inactives show at the top dose activity, negative = active, most hits filed as inhibitors; 410,000 compounds, 0.076% hits; AID 602310, 2012;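 also: potency is read from the fitted curve at half-maximal effect; % is scaled to controls: 0 for no effect and ±100 for the full control effect; nearly all actives have a fitted effect of over 60% in size; hits raise eYFP signal because A3G escapes Vif-driven loss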
# Target sequence (Q9HC16 whole entry, looked up): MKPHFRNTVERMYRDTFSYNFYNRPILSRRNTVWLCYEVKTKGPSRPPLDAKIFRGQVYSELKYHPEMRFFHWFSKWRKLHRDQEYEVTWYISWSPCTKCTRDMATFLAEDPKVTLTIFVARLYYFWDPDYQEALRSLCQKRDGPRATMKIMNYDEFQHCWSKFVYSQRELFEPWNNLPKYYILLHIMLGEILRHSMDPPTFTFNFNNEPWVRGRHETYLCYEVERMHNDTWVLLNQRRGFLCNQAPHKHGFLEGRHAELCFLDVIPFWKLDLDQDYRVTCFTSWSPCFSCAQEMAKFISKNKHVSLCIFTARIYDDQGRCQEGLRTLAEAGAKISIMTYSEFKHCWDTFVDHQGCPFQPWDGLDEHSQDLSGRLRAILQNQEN
#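 Read-out is eYFP fluorescence (Ex 488/Em 500-530) from Vif-expressing HeLa A3G-eYFP cells; more signal means A3G escaped Vif-mediated degradation. Cells plated overnight, compound pinned in, incubated overnight at 37 deg C.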
# D1 ag = Allosteric Agonists of the Human D1 Dopamine Receptor: qHTS; D(1A) dopamine receptor (Homo sapiens), P21728; HEK293 T-REx D1 cells, calcium flux, agonist mode; activation, % at 2 µM; 360,000 compounds, 1% hits; AID 504660, 2011; in the data active = activation above about 30%; also: 0% is about no effect
# Target sequence (P21728 whole entry, looked up): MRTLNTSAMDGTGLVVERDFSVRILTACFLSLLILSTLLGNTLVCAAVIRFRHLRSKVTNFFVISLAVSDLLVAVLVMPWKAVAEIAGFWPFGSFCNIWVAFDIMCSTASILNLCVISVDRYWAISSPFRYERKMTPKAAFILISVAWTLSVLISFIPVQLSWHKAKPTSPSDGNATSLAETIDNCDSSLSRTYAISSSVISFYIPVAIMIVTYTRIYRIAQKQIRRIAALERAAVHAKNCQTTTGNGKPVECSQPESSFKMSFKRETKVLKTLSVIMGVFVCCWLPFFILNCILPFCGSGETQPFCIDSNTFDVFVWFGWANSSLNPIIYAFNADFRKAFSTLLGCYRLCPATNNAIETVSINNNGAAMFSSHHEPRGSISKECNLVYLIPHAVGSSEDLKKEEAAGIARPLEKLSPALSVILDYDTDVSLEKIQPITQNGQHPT
#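 Inducible HEK293 T-REx D1 cells, force-coupled to calcium signalling, were plated at 4000 cells/well with tetracycline and held overnight at 30 C. After no-wash calcium dye loading, compound-evoked calcium rise over 180 s flagged agonists.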
# RXFP1 agonist = qHTS Assay for Agonists of the Relaxin Receptor RXFP1; Relaxin receptor 1 (Homo sapiens), Q9HBX9; HEK293T-RXFP1 cAMP TR-FRET, 30 min; response scale: percent of porcine relaxin response, buffer zero; Potency, µM (doses to about 57.5 µM), inactives show top-dose activation, hits mostly activators; 370,000 compounds, 0.3% hits; AID 2676, 2010; also: potency is read from the fitted curve at half-maximal effect; % is scaled to controls: 0 for no effect and ±100 for the full control effect; nearly all actives have a fitted effect of over 60% in size; many of its hits are not listed in these tables
#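 Agonist response is measured as cAMP accumulation in an RXFP1-transfected HEK293T line under PDE4 inhibition. Values are scaled between buffer-only and 29 nM porcine relaxin, and EC50s come from standard Hill equation fits.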
# D1 antag = Antagonist of Human D 1 Dopamine Receptor: qHTS; D(1A) dopamine receptor (Homo sapiens), P21728; HEK293 TREx D1 cells, calcium flux, dopamine EC80; stronger effect = lower value; activity change, negative = inhibition, % at 10 µM; 360,000 compounds, 3.2% hits; AID 504652, 2011; in the data active = activity change below about -30%; also: % is scaled to controls: 0 for no effect and ±100 for the full control effect
#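 Calcium flux readout: force-coupled, inducible Hek293 Trex D1 line, cells induced overnight at 30 C with tetracycline, dye-loaded 30–90 min at RT. Antagonism scored against EC80 dopamine challenge given 180 s after compound.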
# D1 PAM = Potentiators of Human D1 Dopamine Receptor: qHTS. potentiation, % at 10 µM. HEK293 TREx D1 cells, calcium flux, dopamine EC20 potentiation. AID 504651, 2011. 360,000 compounds, 0.036% hits; in the data active = potentiation above about 30%; also: 0% is about no effect
# Vif-APOBEC3F blk = qHTS for Inhibitors of Vif-A3F Interactions: qHTS | HeLa A3F-eYFP + Vif (tagged APOBEC3F with the HIV-1 protein that degrades it), YFP fluorescence increase | Potency, µM (doses to about 46.1 µM), for inactives: at the top dose activity, negative = active | 390,000 compounds, 0.2% hits | AID 602313, 2012; also: potency is read from the fitted curve at half-maximal effect; % of control where 0% means no effect; nearly all actives have a fitted effect of over 65% in size
#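 Fluorescence increase (Ex 488/Em 500-530) after overnight compound treatment at 37 deg C flags inhibition of Vif-driven A3F-eYFP loss in stable HeLa A3F-eYFP/Vif cells seeded overnight beforehand.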
# Glioma ERSR ind = qHTS for Inducers of the Endoplasmic Reticulum Stress Response (ERSR) in Human Glioma: qHTS; U87-MG GRP78 promoter luciferase reporter, 16 h; Potency, µM, for the others: at the top dose activation, actives largely listed as activators; 420,000 compounds, 0.02% hits; AID 602332, 2012; also: potency is read from the fitted curve at half-maximal effect; series mostly up to about 76 µM; % of control where 0% means no effect; nearly all actives have a fitted effect of over 35% in size
#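 ERSR induction read as luciferase luminescence (Bright-Glo, 10 min at room temperature) in stably transfected human U87-MG glioma cells exposed to compounds for 16 h, using GRP78 as sensor.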
# RXFP1 antag = qHTS Assay for Antagonists of the Relaxin Receptor RXFP1. Relaxin receptor 1 (Homo sapiens), Q9HBX9. activity change, negative = inhibition, % at 57.5 µM. HEK293-RXFP1, relaxin-stimulated cAMP HTRF, 30 min; stronger effect = lower value. 350,000 compounds, 0.59% hits;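 active = activity change of -60% or lower, but not beyond a set lower limit; inconclusive = change between -60% and -40%, or beyond the set limit; inactive = change above -40%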; also: % is scaled to controls: 0 for no effect and ±100 for the full control effect
# Starred values were filed as active, the others as inactive; ? = inconclusive; · = not tested or not shown. Unless noted, calls follow the shape of the dose curve; as a rule, active = well fitted curve in the direction sought with a large enough effect; inconclusive = small, poorly fitted or top-dose-only effect, or another doubt; inactive = no such curve, though single readings can be large; an effect the other way counts as inactive or inconclusive. Not all compounds are listed, so the mix of outcomes need not match the whole.
SMILES,D2 PAM,Vif-A3G inh,D1 ag,RXFP1 agonist,D1 antag,D1 PAM,Vif-APOBEC3F blk,Glioma ERSR ind,RXFP1 antag
CCCCOC(=O)c1ccc(NC(=O)c2ccc3c(c2)CCN3S(C)(=O)=O)cc1,6,2%,5,1.9%,-14,0,-4%,-3%,-3
CCCC(C)NC(=O)COC(=O)c1ccccc1SCC(=O)NC(C)CCC (stereo not drawn),3,-2%,2,0.9%,5,4,6%,-6%,-4
CCOC(=O)c1sc(N(Cc2ccccc2)C(=O)CN2C(=O)CN(C)C2=O)nc1C,1,-2%,4,5.8%,12,-1,0%,-3%,-2
CN(C)CC(C)(C)CNS(=O)(=O)c1cccc2nsnc12,-4,0%,1,2.4%,12,1,-1%,-4%,39
COc1ccc(OC)c(S(=O)(=O)NC2CC2)c1,3,-2%,4,1.8%,1,1,8%,-2%,-9
CCn1ccc(=O)c2cc3c(cc21)OCO3,-5,0%,2,1.2%,-12,2,5%,-4%,·
CCC(C(=O)NC(C)c1ccccc1)C(=O)NC(C)c1ccccc1 (stereo not drawn),-7,1%,5,-1.7%,-8,-4,-5%,12%,-7
COCC(=O)NCCc1ccc(S(N)(=O)=O)cc1,-8,1%,2,1.6%,-17,-4,2%,0%,57
CCOC(=O)c1ccc(NC(=O)CCc2nc(-c3ccccc3)no2)cc1,11,0%,11,-0.6%,-20,-2,-8%,-2%,-17
O=C(Oc1ccc(-c2nnco2)cc1)c1ccc(Br)o1,-5,3%,8,-0.5%,9,-3,-4%,0%,-6
Cc1ccc(C)c(N2CCN(C(c3ccc(N(C)C)cc3)c3nnnn3C(C)(C)C)CC2)c1 (stereo not drawn),-7,1%,0,1.4%,-5,-4,-10%,-2%,2
CCC(Sc1ncc(S(=O)(=O)c2ccc(C)cc2)c(=O)[nH]1)C(=O)Nc1cc(C)ccc1C (stereo not drawn),-1,-4%,0,1.1%,5,-3,-2%,-2%,·
Cc1ccc(C2=NN(S(=O)(=O)c3ccccc3)C(c3ccccc3O)C2)cc1 (stereo not drawn),4,8%,0,-0.5%,6,-3,25µM*,2%,-14
Cc1ccc(S(=O)(=O)NCC(=O)Nc2cccc([N+](=O)[O-])c2)cc1,5,3%,0,1.7%,-3,-8,7%,-1%,-8
CSc1nnc(NC(=O)c2ccc(C)c(S(=O)(=O)N3CCOCC3)c2)s1,8,1%,4,3.7%,-12,3,·,-5%,-2
Cn1ncc(Cl)c(Oc2ccc(Cl)cc2)c1=O,2,-1%,1,1.5%,11,-8,0%,-6%,0
CCOC(=O)C1(Cc2ccc(Cl)cc2)CCN(Cc2nccn2CC)CC1,7,-2%,2,-3.9%,0,-3,?,-5%,-1
Cc1onc(C(=O)N2CCN(c3ccccc3F)CC2)c1-c1ccccc1Cl,34*,-1%,9,0.2%,-14,-6,-2%,-1%,20
Cc1nc(CN2CCCCC2)c(O)c(=O)[nH]1,·,-1%,·,·,·,·,4%,-2%,-5
Cc1ccc2c(c1)-c1c(cnn1CC(=O)N(CCC#N)c1ccccc1)CO2,-2,-4%,6,3.2%,62,·,3%,-6%,·
COc1ccc(/C=C/CN2CCN(Cc3ccccc3)C(CCO)C2)cc1 (stereo not drawn),-16,1%,1,0.2%,1,-5,-7%,-4%,-16
COc1ccc(C(=O)OCC(=O)NC23CC4CC(CC(C4)C2)C3)c(OC)c1OC,4,-1%,13,1.5%,0,·,4%,-3%,-26
CCc1c(C)n2nc(C)cc2[nH]c1=O,3,-7%,3,-1.1%,-13,-4,-1%,-3%,-1
O=C(CSc1ncn[nH]1)Nc1nc(-c2ccccc2)cs1,11,-10%,0,2.3%,3,0,1%,2%,3
CCc1ccccc1NC(=O)N(C)CCc1c(C)nn(C)c1C,·,1%,9,-1.2%,-1,-3,-5%,-1%,·
CCOC(=O)c1cnc2nc(NCc3ccc(OC)c(OC)c3)[nH]n2c1=O,13,0%,2,-0.8%,-2,0,-3%,-5%,-12
COc1ccc(CN(C)C(=O)c2ccc(NS(=O)(=O)c3ccc(F)cc3)cc2)c(OC)c1,7,-8%,2,0.0%,-2,4,4%,-6%,0
CCSc1nnc(-c2ccccc2SC)o1,-10,-3%,2,22µM*,1,1,-20%,6%,2
O=S(=O)(Nc1ccc(S(=O)(=O)Nc2ccccc2)cc1)c1ccccc1,8,2%,20,-0.9%,11,1,-2%,-3%,4
Cc1cc(Cl)ccc1OCC(=O)Nc1ccccc1C(=O)N1CCOCC1,1,-1%,2,0.4%,-8,-7,-2%,-3%,5
O=C(c1ccc(Cl)c(S(=O)(=O)Nc2ccccc2C(=O)N2CCc3ccccc3C2)c1)N1CCc2ccccc2C1,7,-17%,3,0.0%,-4,-6,2%,2%,-15
CC(=O)c1ccc(NC(=O)C2CC(=O)N(Cc3ccccc3)C2)cc1 (stereo not drawn),-12,1%,-1,-0.3%,·,0,-4%,4%,-1
CSc1ccccc1NC(=O)CN(Cc1ccccc1)S(C)(=O)=O,1,0%,3,2.3%,-9,-6,-4%,-2%,6
CCOc1ccc(S(=O)(=O)N2CCOCC2)cc1NC(=O)CN1C(=O)NC(C)(C2CC2)C1=O (stereo not drawn),·,2%,·,·,·,·,4%,-4%,0
O=C1c2ccc3c4c(ccc(c24)C(=O)N1Cc1cccnc1)C(=O)N(Cc1cccnc1)C3=O,-4,·,0,0.3%,-3,-3,·,·,·
Cc1cc(C)cc(-n2ccnc2SCC(=O)Nc2ccc3c(c2)OCCO3)c1,-7,2%,0,0.0%,-25,-4,-9%,0%,11
O=C1/C(=C\c2ccc(O)cc2)SC(=S)N1Cc1ccccc1,-10,-18%,27,-0.1%,0,-6,11µM*,0%,-21
CCCCn1c(SCC(=O)c2cc(OC)ccc2OC)nc2cc(S(N)(=O)=O)ccc21,8,0%,3,0.6%,-4,-4,2%,-2%,-23
CCS(=O)(=O)N1CCN(S(=O)(=O)c2ccc(Cl)s2)CC1,-9,-1%,2,-0.6%,4,-4,3%,-3%,2
COC(=O)C1CCN(C(=O)COC(=O)Cc2c[nH]c3ccccc23)CC1,-4,-1%,3,0.0%,3,-6,-1%,-2%,3
CCOC(=O)c1c(C)nc(C)c(C(=O)OCC)c1-c1cccc([N+](=O)[O-])c1,·,0%,·,·,·,·,-4%,2%,0
O=C(NCCN1CCOCC1)C(=O)NCC1OCCCN1S(=O)(=O)c1ccc(F)cc1 (stereo not drawn),1,0%,2,4.0%,14,0,-1%,-7%,-2
CCn1c(SCc2ccccc2C)nc(=O)c2c(C(=O)OC)cc(C3CC3)nc21,6,-6%,3,0.2%,23,5,2%,-4%,?
CCCn1c(=O)c(C(=O)Nc2ncccc2C)c(O)c2ccccc21,0,1%,49*,1.8%,-16,0,1%,2%,-7
Cn1c(=O)n(C)c2cc([N+](=O)[O-])c(N3CCN(C(=O)c4ccccc4)CC3)cc21,0,0%,2,1.4%,-8,4,-8%,-3%,15
Cc1ccccc1OCC(=O)N/N=C/c1cc2ccccc2nc1Cl,-1,-2%,4,-2.4%,-13,-1,1%,0%,5
CCN(CC)CCCn1c(C)cc2c(c1=O)C(c1ccc(OC)c(OC)c1OC)C(C#N)=C(N)O2 (stereo not drawn),-7,1%,3,6.5%,9,-1,7%,0%,7
O=C(NCc1ccncc1)C1CCCN(S(=O)(=O)Cc2ccccc2)C1 (stereo not drawn),-7,3%,2,-0.1%,2,-8,-15%,-3%,-10

# Reprinted from the part before: 3 entries; new compounds follow.
SMILES,D2 PAM,Vif-A3G inh,D1 ag,RXFP1 agonist,D1 antag,D1 PAM,Vif-APOBEC3F blk,Glioma ERSR ind,RXFP1 antag
Cc1ccccc1OCC(=O)N/N=C/c1cc2ccccc2nc1Cl,-1,-2%,4,-2.4%,-13,-1,1%,0%,5
CCN(CC)CCCn1c(C)cc2c(c1=O)C(c1ccc(OC)c(OC)c1OC)C(C#N)=C(N)O2 (stereo not drawn),-7,1%,3,6.5%,9,-1,7%,0%,7
O=C(NCc1ccncc1)C1CCCN(S(=O)(=O)Cc2ccccc2)C1 (stereo not drawn),-7,3%,2,-0.1%,2,-8,-15%,-3%,-10
COc1ccc(S(=O)(=O)Nc2cc3[nH]c(=O)oc3cc2C)cc1,-4,-26%,1,-0.3%,-15,-5,-1%,0%,1
C[C@@]12C(=O)N(c3ccc(F)cc3)C(=O)N1[C@@H]1c3ccccc3OC[C@@H]1[C@H]2c1ccccc1,-22,-1%,3,0.6%,-22,-1,0%,-1%,·
CCN1CCN(CC(=O)Nc2c(C(=O)OC)[nH]c3cccc(Cl)c23)CC1,-10,·,2,0.2%,-6,-5,·,·,·
CCOc1cc(C(=O)OCc2cc(=O)n3nc(C4CC4)sc3n2)cc(OCC)c1OCC,-7,0%,0,2.7%,-1,10,0%,0%,·
Cc1ccc2cccc(NC3OC(=O)c4ccccc43)c2n1 (stereo not drawn),6,-4%,0,0.2%,-3,6,10%,-3%,8
Cc1ccc([C@H]2C[C@H](n3cc(-c4ccc(F)cc4)nn3)[C@@H](O)CN2CC2CCCCC2)cc1,·,-1%,·,·,·,·,-8%,1%,1
COc1ccc(-c2cnnn2-c2ccc(NC(=O)/C=C/c3ccc(OC)c(OC)c3)cc2)cc1,5,-4%,2,4.3%,9,-5,-21%,-4%,1
N#C/C(=C(/O)c1ccc(Cl)cc1)c1nc2ccccc2[nH]1,-1,-1%,3,5.1%,9,8,2%,-2%,2
O=C(CSc1nnc(CNc2ccc(F)cc2)o1)N1CCCc2ccccc21,-4,0%,8,0.9%,-10,-3,0%,-7%,-9
O=C(Cc1ncn[nH]1)NCCc1ccccc1,-4,0%,2,1.2%,-7,1,-6%,1%,·
